PI5P4Ka inh = inhibitors of human PI5P4K alpha; P48426; PI5P4Kalpha enzyme, ADP-Glo luminescence, 60 min; stronger effect = lower value; max response, %; 330,000 tested, 1.2% active; active = max response of -50% or lower; inconclusive = between -30% and -50%; inactive = -30% or higher; also: value at the top dose of about 77 µM; % is scaled to controls: 0 for no effect and ±100 for the full control effect
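Luminescence from ADP-Glo served as readout of PI5P4Kalpha activity in a qHTS format. Reaction: enzyme, substrate, compound, ATP at 5 microM final, 60 min at RT.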
EPAC1 antagonist = antagonists of human EPAC1; O95398; EPAC1 GEF assay, Rap1b-BODIPY-GDP exchange fluorescence; Potency, µM (top dose mostly 115 µM), for inactives: at the top dose activity change, negative = inhibition, most hits filed as inhibitors; 360,000 tested, 0.14% active;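 also: potency is read from the fitted curve at half-maximal effect; plate controls were vehicle for no effect and positive control for full effect; nearly all actives have a fitted effect of over 50% in size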
WRN inhibitor = blocks human WRN helicase. Q14191. WRN helicase unwinding, fluorescent forked duplex, kinetic. Potency, µM (highest dose often 114 µM), for inactives: at the top dose activity change, negative = inhibition, hits mostly inhibitors. 360,000 tested, 0.46% active. AID 651768; also: potency is read from the fitted curve at half-maximal effect; % is scaled to controls: 0 for no effect and ±100 for the full control effect; nearly all actives have a fitted effect of over 55% in size
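Fluorescence dequenching readout, ex 525 nm/em 598 nm, kinetic mode: forked duplex DNA (100 nM final) with adjacent fluorophore and quencher unwound by WRN (20 nM final) with 2 mM ATP. Compound preincubation 15 min, room temperature.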
EPAC1 ag = agonists of human EPAC1; O95398; EPAC1 agonist qHTS, biochemical assay; response scale: 100% = response to 6.5 mM cAMP; Potency, µM (series often up to 154 µM), without a hit: at the top dose activation, hits mostly activators; 360,000 tested, 0.073% active; AID 720707; also: potency is read from the fitted curve at half-maximal effect; nearly all actives have a fitted effect of over 60% in size
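Nucleotide exchange assay: 100 nM EPAC1 with 250 nM Rap1B loaded with BODIPY-GDP and 50 uM GDP, room temperature. Fluorescence (480/540 nm) read every 5 min for 30 min; signal change normalized to 6.5 mM cAMP as full agonist.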
IL-2 act = activates IL-2 in a cell-based reporter assay; IL-2 activation reporter assay, cell-based qHTS; stimulated with anti-CD3/CD4/CD28 beads; in transgenic mouse T cells; AID 652025; 360,000 tested, 0.065% active; activation, % (series mostly up to about 46 µM); in the data active = activation above about 50%; inconclusive = mostly about 30% to 49%; also: 0% is about no effect
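Unstimulated transgenic mouse T cells, 750 per well, received compound and, after 60 minutes, anti-CD3/anti-CD4 bead plus anti-CD28 stimulation. EGFP and DsRed were quantified after 18 hours.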
EPAC2 ag = activates human EPAC2 exchange factor | Q8WZA2 | EPAC2 activation, biochemical qHTS; response scale: 100% = 6.5 mM cAMP response | Potency, µM (top dose mostly 154 µM), for the others: top-dose activation, actives largely listed as activators | 360,000 tested, 0.079% active; also: potency is read from the fitted curve at half-maximal effect; nearly all actives have a fitted effect of over 50% in size
Target sequence (Q8WZA2 whole entry, looked up): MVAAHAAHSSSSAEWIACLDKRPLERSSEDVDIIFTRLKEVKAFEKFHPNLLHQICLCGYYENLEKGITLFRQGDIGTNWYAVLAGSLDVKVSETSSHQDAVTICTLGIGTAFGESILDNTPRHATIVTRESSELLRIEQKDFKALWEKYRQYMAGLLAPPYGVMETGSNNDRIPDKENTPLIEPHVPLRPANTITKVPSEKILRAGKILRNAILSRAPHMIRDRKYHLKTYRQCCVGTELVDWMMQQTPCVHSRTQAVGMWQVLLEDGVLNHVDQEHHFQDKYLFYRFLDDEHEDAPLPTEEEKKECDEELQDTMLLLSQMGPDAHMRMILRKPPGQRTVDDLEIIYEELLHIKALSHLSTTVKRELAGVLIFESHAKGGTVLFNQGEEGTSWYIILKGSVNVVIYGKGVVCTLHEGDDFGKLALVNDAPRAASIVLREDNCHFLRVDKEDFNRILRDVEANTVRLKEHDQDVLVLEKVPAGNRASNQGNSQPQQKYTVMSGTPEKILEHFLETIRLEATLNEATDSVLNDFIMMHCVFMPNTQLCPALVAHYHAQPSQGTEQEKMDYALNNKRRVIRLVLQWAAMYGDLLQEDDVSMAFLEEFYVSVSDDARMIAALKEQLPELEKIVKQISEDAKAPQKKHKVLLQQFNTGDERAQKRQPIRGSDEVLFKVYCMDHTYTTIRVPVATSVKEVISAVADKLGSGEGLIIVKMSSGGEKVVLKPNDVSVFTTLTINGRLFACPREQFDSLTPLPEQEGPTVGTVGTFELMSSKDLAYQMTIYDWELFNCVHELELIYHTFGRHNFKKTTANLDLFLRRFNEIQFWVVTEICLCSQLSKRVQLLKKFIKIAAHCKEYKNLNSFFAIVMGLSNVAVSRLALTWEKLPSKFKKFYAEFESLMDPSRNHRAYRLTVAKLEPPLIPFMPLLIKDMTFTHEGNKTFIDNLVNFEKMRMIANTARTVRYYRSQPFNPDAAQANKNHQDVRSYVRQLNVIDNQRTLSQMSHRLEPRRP
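Each well held 100 nM EPAC2, 250 nM RAP1B-BODIPY-GDP and 50 uM GDP. Fluorescence, read at 5-min intervals to 30 min, was referenced to a 6.5 mM cAMP positive control.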
PLK1 PBD block = PLK1 (human) polo-box domain binding inhibition; P53350; Plk1 PBD binding of FITC phosphopeptide, fluorescence polarization; Potency, µM, inactives show max response, negative = inhibition, most hits filed as inhibitors; 360,000 tested, 2.8% active; AID 720504; also: potency is read from the fitted curve at half-maximal effect; series mostly up to about 57 µM; % is scaled to controls: 0 for no effect and ±100 for the full control effect; nearly all actives have a fitted effect of over 65% in size
CCT chaperon mod = changes cytosolic chaperonin activity; purified chaperonin ATPase assay, HTRF ADP detection, 30 min; AID 651819; activity change, % (no concentration beside the values), hits read low; 360,000 tested, 0.3% active; in the data active = activity change below about -30%; also: % is scaled to controls: 0 for no effect and ±100 for the full control effect
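TRiC (40 or 20 nM final, by batch activity) in 30 mM Tris pH 7.4, 100 mM KCl, 5 mM MgCl2, 1 mM DTT was treated with compound at 76 uM single dose, then 10 uM ATP, 30 min at 37 °C. ADP was read by HTRF Transcreener.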
An asterisk follows results filed as active; ? = inconclusive; / = no result given; [ ] = another dose, or the depositor's remark. Unless noted, calls follow the shape of the dose curve; as a rule, active = well fitted curve in the direction sought with a large enough effect; inconclusive = small, poorly fitted or top-dose-only effect, or another doubt; inactive = no such curve, though single readings can be large; an effect the other way counts as inactive or inconclusive.

Every second line gives: PI5P4Ka inh	EPAC1 antagonist	WRN inhibitor	EPAC1 ag	IL-2 act	EPAC2 ag	PLK1 PBD block	CCT chaperon mod
> COc1ccc(OC)c(C2=NO[C@@H]3C(=O)N(c4cc(Cl)ccc4OC)C(=O)[C@H]23)c1
 : /	-25%	5%	11%	1.3	3%	-8%	-2.8
> Cc1ccc2oc(=O)c3cc(C(=O)NCCCN4CCN(C)CC4)sc3c2c1
 : 2	18%	25%	5%	-3.7	3%	-3%	-1.5
> O=c1cc(-c2ccccc2Cl)oc2c(NS(=O)(=O)c3ccccc3OC(F)(F)F)ccc(O)c12
 : 8	-14%	-6%	-15%	0.2	-6%	-1%	-1.2
> Fc1cccc(CNCc2ccc3c(c2)OCO3)c1
 : 1	1%	2%	19%	2.4	7%	-13%	-0.8
> OC(Cc1ccncc1)(c1ccccc1)c1ccccc1
 : 4	1%	-1%	-4%	-2.1	-2%	-4%	-0.5
> Cc1ccc(NC(=O)c2cccc(NC(=O)/C=C/c3ccco3)c2)cc1C
 : -64*	?	-8%[11.6 µM]	1%	0.5	-3%	-9%	-1.2
> COC(=O)CCNC(=O)c1ccc2nc(Cc3ccc(OC)cc3)oc2c1
 : 17	-7%	7%	1%	0.3	6%	5%	2.4
> c1ccc(-c2nc(-c3ccncc3)no2)cc1
 : -5	-9%	-1%	-1%	-0.4	8%	-2%	-2.6
> Cc1c(/C=N/n2cnnc2)c2ccccc2n1C
 : -2	-8%	-4%	2%	-3.0	7%	-4%	0.1
> CCOC(=O)CNC(=O)CSc1nnc(NC(=O)c2ccccc2Cl)s1
 : 1	-8%	-1%	-9%	-4.1	0%	1%	-0.7
> CN(C)CCNc1nc2sc3c(c2c(=O)n1-c1ccc(F)cc1)CCCCC3
 : 2	4%	-13%	-2%	2.7	7%	-10%	-0.6
> CCc1cccc2c(C(=O)CN3C(=O)C(=O)N(C4CCCC4)C3=O)c[nH]c12
 : -4	-18%	-19%	-1%	-3.6	8%	-3%	0.0
> O=C(CC1SCCNC1=O)Nc1ccc(Cl)c(Cl)c1 (configuration not stated)
 : 1	-5%	-5%	5%	0.2	0%	1%	-0.8
> Cc1ccnc(NS(=O)(=O)c2ccc(NC(=O)c3ccccc3F)cc2)n1
 : -4	-12%	6%	15%	0.0	12%	-8%	-0.7
> CS(=O)(=O)Nc1cccc(C2=NN(C(=O)c3ccccc3)C(c3cccs3)C2)c1 (configuration not stated)
 : 4	-13%	-4%	8%	-0.5	13%	2%	-2.2
> CC1CCC(C(=O)NC(C(=O)N2CCC(N3CCCCC3)CC2)C(C)C)CC1 (configuration not stated)
 : -7	-3%	11%	0%	-1.7	4%	1%	0.7
> c1ccc2c(c1)CCCC2NC1=NCCC1 (configuration not stated)
 : -5	-19%	8%	8%	-2.0	-6%	-8%	-2.4
> O=C1N2CCCCC1(Sc1ccccc1)CCC2 (configuration not stated)
 : 1	17%	-2%	-7%	1.1	-3%	-18%	-0.8
> COc1ccccc1C(=O)Nc1ccccc1SC
 : /	-1%	-3%	15%	-1.9	18%	-14%	-3.3
> CCOC(=O)C(C)n1nc(-c2ccccc2)c2ccccc2c1=O (configuration not stated)
 : 1	-13%	-3%	4%	-0.1	6%	-2%	2.5
> Cc1cccc(-c2nc(=S)c3c(o2)CCCC3)c1
 : /	0%	-7%	11%	-2.1	6%	-7%	-0.7
> O=C1/C(=C\c2cccs2)SC(=S)N1C1CCS(=O)(=O)C1 (configuration not stated)
 : -5	0%	2%	-2%	-1.2	1%	-7%	-0.4
> COc1cc(C(=O)Nc2ccc3nc(N4CCOCC4)sc3c2)cc(OC)c1OC
 : 1	-6%	-13%	11%	-0.1	2%	-1%	-1.0
> CC12CCC(=O)N1C(C(=O)NNC(=O)c1ccc(Cl)cc1)CS2 (configuration not stated)
 : 17	?	11%	-1%	-0.7	-8%	-2%	0.5
> Cc1ccc(OCC(=O)N2CCOCC2)cc1C
 : 3	-17%	-8%	0%	-0.2	8%	-7%	0.6
> CC(C)c1ccc(C(=O)NNC(=O)C2CC=CCC2C(=O)O)cc1 (configuration not stated)
 : -3	1%	0%	3%	-0.3	0%	-4%	1.0
> CCCCSCCCNC(=O)c1ccc(CS(=O)(=O)c2ccccc2OC)o1
 : -9	10%	5%	-4%	-3.5	-3%	2%	-0.8
> O=C(NCc1csc(-c2ccccc2)n1)c1cc(F)cc2c1OCOC2
 : 5	-8%	5%	-2%	-1.9	0%	4%	-8.3
> CSc1nc2ccc(NC(=O)C3CC(=O)N(Cc4ccco4)C3)cc2s1 (configuration not stated)
 : -11	-5%	-12%[57.1 µM]	-7%	-1.8	4%	-5%	0.3
> CC(Oc1ccccc1)C(=O)Nc1ccccc1F (configuration not stated)
 : /	14%	-6%	2%	-0.7	8%	-29%	0.3
> CCOc1ccc(N(CC(=O)NCCOc2ccccc2OC)S(=O)(=O)c2ccccc2)cc1
 : 8	0%	-25%	10%	-4.4	5%	3%	-0.6
> Cc1ccc2c(c1)N(CC(=O)NCCC1=CCCCC1)C(=O)c1cccnc1O2
 : 0	-10%	-3%	-4%	-3.0	0%	-12%	-0.5
> Cc1cc(C)c2c(=O)[nH]cnc2n1
 : -29	13%	2%	-4%	1.3	6%	3%	0.0
> O=C(OCCCN=C1NS(=O)(=O)c2ccccc21)c1ccc(F)cc1
 : /	-1%	-4%	10%	4.0	10%	-8%	1.6
> COc1ccc(C)cc1NS(=O)(=O)c1ccccc1
 : -1	-6%	-34%	8%	0.0	5%	-3%	-1.9
> O=C(c1ccc2c(=O)n3c(nc2c1)CCC3)N1CCN(S(=O)(=O)c2cccc(F)c2)CC1
 : 3	-10%	-8%	7%	-0.5	0%	7%	1.3
> CCc1ccc(OCCSc2nc3ccccc3n2CC(=O)O)cc1
 : -3	-10%	3%	-2%	0.0	-5%	2%	0.8
> COc1ccc(CCN(C)CC(O)COc2ccc(C(C)=O)cc2OC)cc1OC (configuration not stated)
 : 1	15%	-3%	2%	0.2	4%	1%	0.8
> O=C(Nc1ccn(CCCNCC(c2ccccc2)c2ccccc2)c(=O)n1)OCc1ccccc1
 : -2	-4%	1%	3%	1.6	10%	-2%	-0.4
> C/C(=N\NC(=O)c1ccncc1)c1cccc(NC(=O)c2ccc(C(C)(C)C)cc2)c1
 : -3	-30%	-9%	-8%	-3.5	-3%	1%	-2.3

Part of the list above in a different format.
| SMILES | PI5P4Ka inh | EPAC1 antagonist | WRN inhibitor | EPAC1 ag | IL-2 act | EPAC2 ag | PLK1 PBD block | CCT chaperon mod |
| --- | --- | --- | --- | --- | --- | --- | --- | --- |
| O=C(c1ccc2c(=O)n3c(nc2c1)CCC3)N1CCN(S(=O)(=O)c2cccc(F)c2)CC1 | 3 | -10% | -8% | 7% | -0.5 | 0% | 7% | 1.3 |
| CSc1nc2ccc(NC(=O)C3CC(=O)N(Cc4ccco4)C3)cc2s1 (configuration not stated) | -11 | -5% | -12%[57.1 µM] | -7% | -1.8 | 4% | -5% | 0.3 |

New compounds follow.
Every second line gives: PI5P4Ka inh	EPAC1 antagonist	WRN inhibitor	EPAC1 ag	IL-2 act	EPAC2 ag	PLK1 PBD block	CCT chaperon mod
> COc1ccc(Cc2nc3ccc(C(=O)NCCc4ncccc4C)cc3o2)cc1OC
 : 0	-10%	12%	-3%	-4.0	5%	-5%	-0.4
> Cc1ccc(CNC(=O)c2ccc(S(=O)(=O)N3CCCC3)cc2)cc1
 : -7	-8%	10%	-4%	-0.7	4%	-2%	-0.4
> O=C(COC(=O)c1ccc(Cl)cc1O)NC(=O)C1CCCCC1
 : -4	0%	-2%	3%	8.1	4%	-1%	-1.9
> COc1cc(C(=O)NCCNC(=O)c2cnccn2)cc(OC)c1OC
 : 6	6%	-12%	8%	3.5	-3%	-6%	-2.1
> COc1ccc(C(=O)NCC(=O)NCC2(N(C)C)CCCCC2)cc1OC
 : 3	-2%	0%	1%	0.6	7%	-2%	-1.5
> CCOC(=O)C1=C(C)N=C2SCCC(=O)N2C1c1cc(Br)ccc1OC (configuration not stated)
 : 7	1%	7%	-11%	3.4	-6%	-3%	4.1
> Cc1ccc(NC(=O)COc2ccc(C(=O)c3ccccc3)cc2)c(O)c1
 : -10	-11%	0%	-13%	-3.7	11%	-4%	-0.1
> Cn1cnnc1SCC(=O)n1c2ccccc2c2ccccc21
 : 0	0%	-2%	5%	-1.5	-1%	-4%	-1.9
> O=C(c1cc2nc(-c3ccccc3)cc(C(F)(F)F)n2n1)N1CCCC1
 : 1	-18%	6%	6%	-1.5	1%	-16%	-0.1
> CN(CC(=O)Nc1c(Cl)cccc1Cl)C(=O)CNC(=O)c1ccc2ccccc2c1
 : -5	8%	-9%	1%	-4.5	13%	-2%	-0.8
> CCC(=O)c1ccc(OCC(O)CNC(C)c2ccccc2)cc1 (configuration not stated)
 : 0	-6%	-2%	6%	-1.6	7%	-2%	1.9
> COc1ccc(OC)c(NC(=O)c2ccc3c(c2)C(=O)N(c2ccc(OC(C)=O)cc2)C3=O)c1
 : -1	-1%	2%	4%	-0.7	10%	-7%	-0.7
> CCOC(=O)c1ccc(NC(=S)NCCCN2CCCCC2)cc1
 : /	0%	-1%	6%	-0.5	0%	-4%	-0.6
> COCCCNc1nc2c(c(=O)[nH]c(=O)n2C)n1CC(O)COc1ccccc1C (configuration not stated)
 : 1	-14%	2%	-9%	-2.9	-1%	24µM*	0.4
> O=C(COc1ccccc1)NCC(c1ccco1)N1CCN(c2ccccc2F)CC1 (configuration not stated)
 : 64	1%	-1%	11%	-5.5	7%	-7%	1.8
> CC(C)C(=O)Nc1cccc(NC(=O)CCN2C(=O)c3ccccc3S2(=O)=O)c1
 : /	-1%	-3%	16%	0.2	12%	-10%	-2.9
> CCOC(=O)C1(C)CCCN(C(=O)c2cccc(OC(F)(F)F)c2)C1 (configuration not stated)
 : 6	-10%	8%	-13%	1.6	-1%	-9%	-1.8
> CC(C)NS(=O)(=O)c1ccc(OCC(=O)Nc2cccc(F)c2)cc1
 : 0	8%	-4%	-2%	0.2	1%	3%	-2.3
> COc1ccccc1CC1(C)C(=O)Nc2ccc(S(=O)(=O)NC3CCCCC3)cc21 (configuration not stated)
 : -1	-10%	-2%	4%	0.2	14%	-16%	-9.3
> O=C(CSc1nnc(COc2ccc(Cl)cc2)o1)Nc1ccc(N2CCOCC2)cc1
 : -10	1%	-9%	1%	0.0	2%	-3%	0.4

Only part of the results is shown; rates above refer to the full screens.
